Pol eta inh = blocks human DNA polymerase eta activity | Q9Y253 | recombinant Pol eta, fluorescent DNA replication assay | Potency, µM (top dose mostly 114 µM), for inactives: at the top dose activity change, negative = inhibition, most hits filed as inhibitors | 1.2% of 390,000 active | AID 588591; also: % is scaled to controls: 0 for no effect and ±100 for the full control effect
Target sequence (Q9Y253 whole entry, looked up): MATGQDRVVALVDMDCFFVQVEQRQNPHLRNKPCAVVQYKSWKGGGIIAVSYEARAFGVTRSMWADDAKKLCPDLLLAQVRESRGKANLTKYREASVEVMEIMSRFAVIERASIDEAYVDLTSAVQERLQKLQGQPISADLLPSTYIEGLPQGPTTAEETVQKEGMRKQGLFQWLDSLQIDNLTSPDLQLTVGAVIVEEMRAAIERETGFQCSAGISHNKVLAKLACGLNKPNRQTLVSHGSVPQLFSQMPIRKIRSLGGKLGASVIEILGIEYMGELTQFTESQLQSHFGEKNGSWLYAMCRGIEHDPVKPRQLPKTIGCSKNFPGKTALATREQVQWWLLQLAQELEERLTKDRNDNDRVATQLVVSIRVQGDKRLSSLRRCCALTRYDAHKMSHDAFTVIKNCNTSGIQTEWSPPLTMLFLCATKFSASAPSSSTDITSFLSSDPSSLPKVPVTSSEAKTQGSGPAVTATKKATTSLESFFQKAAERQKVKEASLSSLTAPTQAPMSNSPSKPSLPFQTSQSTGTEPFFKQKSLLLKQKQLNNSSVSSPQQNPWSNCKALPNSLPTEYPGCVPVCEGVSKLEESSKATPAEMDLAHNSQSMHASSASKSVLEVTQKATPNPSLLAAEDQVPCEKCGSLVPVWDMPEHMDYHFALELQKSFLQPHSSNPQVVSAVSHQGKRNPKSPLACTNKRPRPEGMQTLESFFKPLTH
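Pol eta (10 nM) was preincubated with compounds for 15 min at room temperature, after which fluorescent replication substrate (50 nM final) was added to start the reaction. Fluorescence was read kinetically at 0 and 10 min.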
Pol kappa inh = inhibitors of human DNA polymerase kappa | purified Pol kappa, fluorescent DNA synthesis assay, 10 min | Potency, µM (top dose mostly 107 µM), without a hit: top-dose activity, negative = inhibition, most hits filed as inhibitors | 0.53% of 400,000 active | AID 588579; also: % is scaled to controls: 0 for no effect and ±100 for the full control effect
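Fluorescent qHTS in 1536-well format: enzyme (10 nM) and compound sat 15 min at room temperature before 50 nM substrate (final) was added. Signal taken at 0 and 10 min; no-enzyme buffer wells were negative controls.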
Apoferritin bind = binds horse apoferritin like a general anesthetic; AID 485281; 0.074% of 350,000 active; apoferritin/1-aminoanthracene competitive binding, fluorescence; Potency, µM (doses to about 77.5 µM), inactives show top-dose activity change, negative = displacement, hits mostly inhibitors; P02791; also: % is scaled to controls: 0 for no effect and ±100 for the full control effect; nearly all actives have a fitted effect of over 20% in size
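In PBS, apoferritin at 10 uM is loaded with 1-AMA from a 50% saturated solution. After 10 min of compound exposure at ambient temperature, reduced 535 nm fluorescence indicates probe displacement.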
Pol beta inh = inhibitors of human DNA polymerase beta; 1.3% of 340,000 active; P06746; Pol beta primer extension/strand displacement, fluorescence kinetic; Potency, µM (doses to about 114 µM), inactives show at the top dose activity change, negative = inhibition, hits mostly inhibitors; also: % is scaled to controls: 0 for no effect and ±100 for the full control effect
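Human Pol beta at 10 nM; strand-displacement substrate 50 nM final. Compound exposure 15 min at room temperature before start, reaction 10 min at room temperature.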
POLI inh = inhibitors of human DNA polymerase iota; Q9UNA4; Pol iota fluorescent replication assay, 10 min; Potency, µM (highest dose often 115 µM), inactives show top-dose activity, negative = inhibition, most hits filed as inhibitors; 1% of 390,000 active
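Fluorescent replication assay read twice, at 0 min and 10 min after adding 50 nM (final) substrate. Enzyme (10 nM) and compounds were first incubated 15 min at room temperature; enzyme-free buffer wells were negative controls.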
BAZ2B block = BAZ2B (human) inhibition; AlphaScreen BAZ2B-H3K14Ac peptide displacement; Potency, µM (series often up to 114 µM), for inactives: at the top dose activity change, negative = inhibition, hits mostly inhibitors; 4.4% of 360,000 active; AID 504333; also: % is scaled to controls: 0 for no effect and ±100 for the full control effect; nearly all actives have a fitted effect of over 60% in size
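In this displacement format the biotinylated H3(5-23) peptide acetylated at Lys14 serves as ligand at 50 nM, with BAZ2B at 50 nM in PBS pH 7.4 containing 0.01% Tween-20. Donor and acceptor beads are 10 ug/mL final.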
APEX1 inh = blocks human APE1 abasic DNA cleavage | P27695 | recombinant APE1, TAMRA/BHQ-2 abasic DNA cleavage fluorescence | Potency, µM (highest dose often 65.8 µM), inactives show at the top dose activity change, negative = inhibition, usual class: inhibitors | 0.35% of 350,000 active;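 also: plate controls were vehicle for no effect and reference inhibitor for full effect; nearly all actives have a fitted effect of over 55% in size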
Target sequence (P27695 whole entry, looked up): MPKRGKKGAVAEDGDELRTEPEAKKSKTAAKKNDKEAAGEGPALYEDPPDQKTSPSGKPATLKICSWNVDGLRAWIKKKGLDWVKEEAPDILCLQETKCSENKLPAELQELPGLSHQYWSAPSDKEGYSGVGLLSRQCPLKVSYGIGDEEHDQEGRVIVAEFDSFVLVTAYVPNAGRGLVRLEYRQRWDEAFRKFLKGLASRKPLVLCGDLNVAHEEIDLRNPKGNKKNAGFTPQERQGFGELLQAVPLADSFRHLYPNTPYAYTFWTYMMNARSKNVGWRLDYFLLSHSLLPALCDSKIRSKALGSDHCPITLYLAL
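Compound pre-exposure to 0.75 nM APE1, 15 min at ambient temperature. Reaction initiated with 50 nM TAMRA/BHQ-2 THF substrate, read immediately in kinetic mode, 525 nm excitation, 598 nm emission.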
BLM inh = blocks DNA unwinding by human BLM helicase; AID 2528; Potency, µM (top dose mostly 56.1 µM), for the others: at the highest dose activity change, negative = inhibition, usual class: inhibitors; recombinant BLM DNA unwinding, fluorescence dequenching; P54132; 0.2% of 350,000 active;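 also: plate controls were vehicle for no effect and no enzyme for full effect; nearly all actives have a fitted effect of over 35% in size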
G9a block = G9a (human) methyltransferase inhibition | G9a H3K9 monomethylation, AlphaScreen, 2 h | Potency, µM (series often up to 102 µM), for inactives: at the top dose activity, negative = inhibition, usual class: inhibitors | 8.8% of 350,000 active | AID 504332; also: % is scaled to controls: 0 for no effect and ±100 for the full control effect; nearly all actives have a fitted effect of over 75% in size
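Chemiluminescent proximity detection of H3K9 monomethylation, read after 10 min bead incubation in the dark. Reaction: 20 nM G9a, 500 nM biotin-H3K9 peptide, 20 uM SAM cofactor, 2 h, room temperature, following 15 min enzyme-compound preincubation.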
* marks the source's active call; other numbers are inactive results; ? = inconclusive; nt = not tested or not shown; [ ] = another dose, or the depositor's remark. Calls follow the shape of the dose curve; as a rule, active = well fitted curve in the direction sought with a large enough effect; inconclusive = small, poorly fitted or top-dose-only effect, or another doubt; inactive = no such curve, though single readings can be large; an effect the other way counts as inactive or inconclusive. Potency is read from the fitted curve at half-maximal effect.

SMILES	Pol eta inh	Pol kappa inh	Apoferritin bind	Pol beta inh	POLI inh	BAZ2B block	APEX1 inh	BLM inh	G9a block
O=C(CC1(O)C(=O)N(C/C=C/c2ccccc2)c2ccccc21)c1ccccn1 (centres undefined)	0%	-12%	?	2%	43%[activator]	-32%	0%	-6%	50µM*
S=c1[nH]nc(-c2ccccc2)n1Cc1ccccc1	-16%	4%	-11%	12%	16%	-3%	-2%	2%	4%[2.33 µM]
COc1cc(/C=N/NC(N)=S)ccc1OCC(=O)Nc1ccc(C)c(C)c1	?	5%	-10%	-1%	?	7%	7%	-5%	-8%[59 µM]
O=C(NCCCn1ccnc1)c1ccc(S(=O)(=O)N2CCCCCC2)cc1	-8%	-9%	?	85%	-1%	-29%	1%	1%	9%[12.7 µM]
Cc1ccc(CNC(=O)c2ccc(N3CCC4(CC3)CC(c3ccccc3)=NO4)c([N+](=O)[O-])c2)cc1	-10%	-3%	-16%	14%	?	-31%	-1%	-4%	71µM*
COC(=O)CN(c1ccc2c(c1)OCCO2)S(=O)(=O)c1ccccc1	-15%	-2%	-13%	24%	-6%	-2%	-2%	-2%	27%[59 µM]
COc1ccccc1NC(=O)NCCc1c[nH]c2ccccc12	-16%	0%	7%	1%	3%	-34%	2%	-6%	-34%
C[C@@H](C(=O)NCCc1ccccc1F)N1C(=O)N2CCc3c([nH]c4ccccc34)[C@@]2(C)C1=O	-28%	-1%	-13%	-12%	13%	?	1%	-7%	nt
COC(=O)c1cccnc1NC(=S)NNC(=O)c1ccccc1	-6%	-24%	0%	3%	6%	?	1%	-1%	nt
O=C1CCN(Cc2ccccc2)CCN1[C@H](CSc1ccccc1)c1ccccc1	3%	-2%	-22%	22%	?	-11%	-12%	0%	?
CCOC(=O)C1=C(CNCc2ccc(F)cc2)NC(=O)NC1c1cccc([N+](=O)[O-])c1 (centres undefined)	-20%	1%	?	21%	18%	?	-9%	-9%	?
Cc1ccc(S(=O)(=O)N(CC#N)CC#N)cc1	-17%	0%	-2%	40%	49%[activator]	-1%	7%	1%	-17%
Cc1cc(NC(=O)CCC(=O)N(CC(=O)NCC2CCCO2)c2ccc(C)c(C)c2)no1 (centres undefined)	-17%	2%	-7%	18%	45%[activator]	5%	-12%	0%	10%
O=C(Nc1cccc(S(=O)(=O)N2CCOCC2)c1)c1ccc(Cl)c([N+](=O)[O-])c1	-12%	2%	-23%	-24%	-21%	-25%	-8%	-13%	-12%
CC(=O)OC1CC[C@@]2(C)C(CC[C@@]3(C)C2CC=C2C4CC(C)(C)CC[C@]4(C(=O)O)CC[C@@]23C)C1(C)C (some centres undefined)	nt	-4%[60.1 µM]	10%	nt	nt	nt	-2%	3%	-1%[2.33 µM]
Cc1cccc(N2CCN(CC(=O)Nc3nccs3)CC2)c1C	-6%	-19%	?	-10%	11%	-4%	-1%	-4%	25%[12.7 µM]
CCn1c(=O)c2cc(C(=O)Nc3cc(OC)c(OC)c(OC)c3)sc2c2ccccc21	-22%	-21%	-18%	-19%	-25%	-15%	nt	-7%	?
CCCNC(=O)CSc1n[nH]c(=O)n1CCc1ccccc1	-11%	2%[60.1 µM]	34%[activator]	2%	3%	-6%	-3%	-4%	-19%[2.33 µM]
O=C(c1ccccc1)n1c(=O)cc[nH]c1=O	0%	-4%	nt	nt	11%	11%	1%	nt	19%[2.33 µM]
NC(=O)C1CCN(C(=O)C2CCN(S(=O)(=O)c3ccccc3)CC2)CC1	-8%	5%	-5%	40%	-16%	-5%	16%	-2%	13%
CCOC(=O)c1ccc(NC(=O)Cn2c(=O)cc(C)c3c(C)nn(-c4ccc(CC)cc4)c32)cc1	1%	0%	9%	12%	-12%	-4%	nt	-4%	15%[59 µM]
COc1ccc(/C=C/C(=O)Nc2ccccc2C(F)(F)F)cc1OC	-16%	-3%	-3%	33%[activator]	7%	-2%	-1%	-1%	10%
O=C(COc1ccc(Cl)cc1Cl)NC(=S)Nc1ccc(CN2CCOCC2)cc1	?	-5%	-17%	-21%	159%[activator]	?	-1%	-8%	-42%
COC(=O)C1=C(C)N(C)C(C)=C(C(=O)OC)C1c1ccccc1C	-17%	-7%	-10%	14%	7%	-2%	-1%	-3%	-6%
COc1ccc2c(c1OC)C(=O)N(c1ccc(OCc3ccccc3)cc1)C2=O	-7%	-6%	-4%	-4%	-5%	?	-1%	-3%	-11%
COc1ccc(C(CNC(=O)COc2ccccc2C)N2CCOCC2)cc1 (centres undefined)	-10%	-10%	nt	nt	1%	6%	22%	nt	-30%
CCCCCN=CC1=C(O)CC(c2ccccc2)CC1=O (centres undefined)	-18%	-7%	-9%	49%	76%[activator]	-1%	-7%	-4%	31%[12.7 µM]
CCCCCCSc1nsc(NC(C)=O)n1	-7%	-7%	?	25%	1%	12%	12%	-11%	24%[59 µM]
CCOCCn1c(CN2CCN(C)CC2)nc2c1c(=O)n(C)c(=O)n2C	-9%	-6%	-10%	0%	-8%	-1%	-1%	0%	19%[12.7 µM]
O=C(Nc1cccc(F)c1)N1CCCC2(CCN(C(=O)c3ccncc3)CC2)C1	nt	0%[60.1 µM]	nt	nt	nt	nt	1%	7%	5%[12.7 µM]
CCc1ccc(NS(=O)(=O)c2c(-c3ccccc3)csc2C(=O)OC)cc1	-27%	0%	?	-11%	25%	-9%	nt	-10%	10%[59 µM]
c1ccc(CCNCCOc2ccccc2)cc1	-20%	-6%	-13%	0%	161%[activator]	?	0%	-3%	10µM*
CC(C)NC(=O)C1CCC(Cn2c(=O)c3sccc3n(CC(=O)NCc3ccccc3)c2=O)CC1 (centres undefined)	-12%	-20%	-8%	?	9%	-3%	nt	-3%	14%[59 µM]
COCC(=O)Nc1ccc(F)cc1	-4%	0%	-2%	2%	20%	-3%	20%	-1%	5%
Clc1cccc(Cl)c1CN1CCN(c2ncccn2)CC1	-17%	8%	0%	23%	?	-5%	2%	-2%	nt
CC1CCCCN1C(=S)NC(=O)c1ccccc1 (centres undefined)	2%	-14%	nt	nt	13%	2%	6%	nt	?
COC(=O)C1=C(C)N(C)C(=O)NC1c1c(O)ccc2ccccc12 (centres undefined)	0%	7%	-8%	-10%	91%[activator]	3%	-11%	-2%	8%
Cc1ccc(CNC(=O)CSc2ncc(S(=O)(=O)c3ccc(Br)cc3)c(=O)[nH]2)cc1	6%	-31%	-12%	15%	?	-2%	nt	-10%	-47%[59 µM]
CCn1c(=O)cc(OCC(=O)Nc2ccc(OC)c(OC)c2)c2ccccc21	-19%	-3%	-12%	4%	22%	-23%	1%	-6%	3%
COc1ccc(C(=O)Nc2ccc(-c3cn4ccsc4n3)cc2)cc1S(=O)(=O)N1CCOCC1	-15%	-18%	0%	0%	-1%	nt	-1%	-7%	0%[59 µM]

Five records drawn at random from those above:
SMILES	Pol eta inh	Pol kappa inh	Apoferritin bind	Pol beta inh	POLI inh	BAZ2B block	APEX1 inh	BLM inh	G9a block
COc1ccc(C(CNC(=O)COc2ccccc2C)N2CCOCC2)cc1 (centres undefined)	-10%	-10%	nt	nt	1%	6%	22%	nt	-30%
COC(=O)C1=C(C)N(C)C(C)=C(C(=O)OC)C1c1ccccc1C	-17%	-7%	-10%	14%	7%	-2%	-1%	-3%	-6%
c1ccc(CCNCCOc2ccccc2)cc1	-20%	-6%	-13%	0%	161%[activator]	?	0%	-3%	10µM*
COC(=O)C1=C(C)N(C)C(=O)NC1c1c(O)ccc2ccccc12 (centres undefined)	0%	7%	-8%	-10%	91%[activator]	3%	-11%	-2%	8%
CCCCCCSc1nsc(NC(C)=O)n1	-7%	-7%	?	25%	1%	12%	12%	-11%	24%[59 µM]

(more compounds)
SMILES	Pol eta inh	Pol kappa inh	Apoferritin bind	Pol beta inh	POLI inh	BAZ2B block	APEX1 inh	BLM inh	G9a block
O=C(CSc1nccn(-c2ccc(F)c(F)c2)c1=O)NC1CCCC1	-5%	-10%	nt	nt	21%	?	5%	nt	-25%[2.33 µM]
CCCCN(CC)CCNC(=O)c1cc2c(=O)[nH]c3ccc(C)cc3c2s1	-1%	-6%	-16%	-16%	105%[activator]	-1%	6%	100%[activator]	?
O=C(Cn1c(=O)c2cccn2c2ccc(F)cc21)Nc1cccc(F)c1	-6%	-4%	3%	-27%	-22%	-11%	nt	-7%	-30%[59 µM]
COC(=O)c1c(NC(=O)COc2ncnc3ccccc23)sc(C)c1C	-18%	-4%	-16%	-7%	20%	-13%	-5%	0%	-4%[59 µM]
CCS(=O)(=O)N1CCN(c2ccc([N+](=O)[O-])c(NC(C)c3ccccc3)c2)CC1 (centres undefined)	-13%	-5%	-16%	43%	2%	?	3%	-5%	33%[0.501 µM]
CCCc1ccc(OCc2ccc(C(=O)O)o2)c(OC)c1	?	?	2%	?	-19%	-1%	-6%	1%	?
O=C(CC(=O)c1ccccc1)Nc1cccnc1Cl	-10%	-8%	-15%	1%	94%[activator]	4%	0%	-1%	17%[59 µM]
COc1ccc(Cl)cc1NS(=O)(=O)c1c(C)nc2scc(C)n2c1=O	-9%	15%	2%	1%	15%	-10%	nt	-3%	17%[59 µM]
CSc1nc2ccc(Nc3nc(N4CCOCC4)nc(N4CCOCC4)n3)cc2s1	0%	-7%	-3%	11%	?	1%	-9%	-6%	16µM*
CN1CCN(C(=O)c2cc([N+](=O)[O-])cc([N+](=O)[O-])c2)CC1	-2%	-16%	0%	31%	0%	?	9%	-4%	nt
Cc1ccc(-n2c(-c3ccccc3)c[n+]3c2CCc2ccccc2-3)c(C)c1	-8%	0%	-9%	-25%	5%	-12%	-14%	-2%	-23%
O=C(COC(=O)c1ccc(O)cc1)Nc1ccc(S(=O)(=O)N2CCCC2)cc1	-2%	-18%	nt	nt	11%	nt	26%	nt	nt
Nc1nc(Nc2ccccc2F)nc(NC2CCCCC2)c1[N+](=O)[O-]	-2%	-11%	-5%	0%	92%[activator]	?	-12%	-16%	11%
O=C(N/N=C/c1ccco1)C12CC3CC(CC(C3)C1)C2	-27%	-5%	?	4%	52%[activator]	6%	2%	-7%	-4%
COCCn1nnnc1CN(Cc1ccco1)Cc1cc2cc3c(cc2[nH]c1=O)OCO3	-13%	2%	11%	0%	4%	-5%	-4%	1%	-1%[12.7 µM]

Bioassay records (PubChem BioAssay)

An excerpt; the hit share may differ from the screen's.
